Source: PubChem BioAssay
mHTT-CaM PPI inh: inhibitors of human mutant huntingtin-calmodulin interaction. AlphaScreen His-mHTT/GST-CaM binding, luminescence. inhibition, % at 15 µM. 190,000 tested, 3.6% active;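 also: 0% = both proteins with DMSO and 100% = one protein alone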
Pf apPOL inh: Pf-apPOL DNA polymerase inhibition; Recombinant Pf-apPOL, molecular beacon fluorescence, 1.5 h; inhibition, % at 10 µM; 210,000 tested, 0.25% active; AID 1794808
Numbers without * were called inactive; · = no result given; & = joins results of further samples. Rule as the data show it: active = inhibition above about 50%; inactive = the rest. Hits appear at their usual frequency, and some 3.5% of all compounds hit somewhere here.

molecule | mHTT-CaM PPI inh | Pf apPOL inh
CC(=O)NC(c1ccccc1)c1cc([N+](=O)[O-])c2cccnc2c1O (centres undefined) | 100.3* | -0.5
C=CCc1ccc(OCC(O)CN2CCN(c3ccccc3)CC2)c(OC)c1 (centres undefined) | 40.0&42.1 | 0.3&-2.4
CCc1cc(C2CCCN2C(=O)c2ccnn2C)on1 (centres undefined) | -0.4 | -1.5
Cc1ccc(S(=O)(=O)N(Cc2ccco2)c2ccccc2)cc1 | -6.3 | -8.2
COc1ccc(NC(=O)CCCn2c(=O)c3sccc3n(Cc3cccc(F)c3)c2=O)cc1 | -4.0 | -2.3
COc1cc(C(C)=O)ccc1CN1CCOCC1 | · | -13.7
COc1cc(/C=C(\C#N)c2nn(-c3ccccc3)c(N)c2C#N)ccc1OCc1ccc(C)cc1 | 32.9 | -6.2
CC(C)N1CCN(C(=O)c2ccc3c(c2)CC(=O)N3Cc2ccccc2)CC1 | 21.9 | 3.5
COc1cc(Br)c(S(=O)(=O)N2CCN(C)CC2)cc1OC | 0.1 | -8.9
CCOC(=O)N1CCN(C2CCN(CC)CC2)CC1 | -1.7 | -2.8
O=C1CC2(CCc3ccccc32)C(=O)N1CN1CCSCC1 (centres undefined) | · | -1.5
CCCCNC(=O)c1cc2cc3cc(OC)ccc3nc2s1 | 5.0 | 0.3

Additional compounds:
molecule | mHTT-CaM PPI inh | Pf apPOL inh
O=C(c1ccco1)N1CCCC(c2nncn2Cc2ccccc2)C1 (centres undefined) | 2.9 | 2.3
CC(=O)Nc1ccccc1NC(=O)c1ccc(C)c(C)c1 | 2.2 | -2.4
CS(=O)(=O)N1CCN(c2ccc([N+](=O)[O-])c(NCCN3CCOCC3)c2)CC1 | 5.2 | -12.0
O=C1NCCN1C(=O)Nc1ccc(Cl)cc1Cl | -4.3 | ·
COc1ccc(-n2ncc3c(N4CCN(c5ccccc5F)CC4)ncnc32)cc1 | 12.0 | -3.2
Cc1sc(NC(=O)c2ccc(Cl)cc2)c(C(=O)NN)c1C | 18.6 | -18.8
O=C(CN1CCN(C(=O)Nc2ccccc2)CC1=O)N1CCN(c2ccccc2)CC1 | -1.1 | -0.5
O=S1(=O)CC2c3ccc(F)cc3CN2CN1Cc1ccc(F)cc1 (centres undefined) | -10.8 | -10.5
C=CCSc1nnc2c(n1)OC(c1ccncc1)N(C(C)=O)c1ccccc1-2 (centres undefined) | -8.0 | -6.1
O=C(Nc1ccc(Br)c(Cl)c1)c1cccc([N+](=O)[O-])c1 | -1.5 | -7.8
CCc1ccc(C(=O)CSc2nnc(C)s2)cc1 | -7.0 | 0.5
Cc1cccc(NC(=O)C(=O)NCc2cccnc2)c1C | -0.9 | -8.4

(cont.)
molecule | mHTT-CaM PPI inh | Pf apPOL inh
O=S(=O)(Nc1cccc(C(F)(F)F)c1)c1ccc2c(c1)-c1oncc1CO2 | 6.3 | -2.6
O=C(c1ccc(F)cc1)N1CCC(n2nc(-c3ccsc3)ccc2=O)CC1 | 93.2* | -9.2
CC(C)[C@H]1COCCS(=O)(=O)N1Cc1cccc([N+](=O)[O-])c1 | -1.3 | 14.0
O=C(Nc1ccc2nc(-c3ccco3)c(-c3ccco3)nc2c1)N1CCN(c2ccccn2)CC1 | 66.0* | -12.8
O=C(NC1CCCCC1)C1CCN(c2ncccc2-c2nc(-c3ccccc3)no2)CC1 | -6.9 | 1.3
O=C(c1ccccc1)c1ccsc1 | -10.8 | 2.3
COc1ccccc1CNC(=O)CC1N=C2c3ccccc3N=C(SCC#N)N2C1=O (centres undefined) | 9.0 | -3.2
Cc1ccc(C)c(N2CCN(C(=O)c3ccc(Cl)cc3)C(C)C2=O)c1 (centres undefined) | -6.6 | -0.5
CCOc1ccc(CCNC(=O)CN2C(=O)c3ccccc3C2=O)cc1OCC | -5.0 | -3.8
CCCCN1CC[C@@H](C)Oc2cc(Br)ccc2S1(=O)=O | -29.1 | -6.9
O=C(c1ccc2c(c1)CC(=O)N2Cc1ccccc1)N1CCCCCC1 | 28.7 | 1.5
Cc1ccc2nc(S(=O)(=O)O)[nH]c2c1 | -0.3 | -1.3

New compounds follow:
molecule | mHTT-CaM PPI inh | Pf apPOL inh
CC1CCC2(CC1)OCC(C(=O)N1CCCC1)N2C(=O)c1cccc(Cl)c1 (centres undefined) | 3.5 | -1.1
CCOC(=O)c1c(NC(=O)Nc2ccc(C)cc2)sc2c1CCN(C(=O)OCC)C2 | · | -1.0
CC(C)NC(=O)N1CCCN(Cc2ccsc2)CC1 | -0.6 | -1.1
O=S(=O)(ON=C1CCc2ccccc21)c1ccc(Cl)cc1 | · | 6.7
O=C(NCc1cc(-c2ccc3c(c2)OCO3)on1)c1ccc(F)c(F)c1 | -9.3 | -5.5
c1ccc(-c2nc(-c3ccco3)[nH]c2-c2ccccc2)cc1 | · | 9.4
O=C(O)C1CCC(c2ccccc2)CC1 (centres undefined) | -3.5 | -4.3
Cc1ccc(Nc2cc(N3CCC(C(=O)NCc4ccco4)CC3)ncn2)cc1 | 3.0 | -2.8
O=C(O)c1ccc(N=Cc2cc(Br)ccc2O)cc1 | 1.0 | 0.7
COc1ccc(NC(=O)N2CCC(c3nc(C(=O)N(C)C)c(C)o3)CC2)cc1OC | -3.6 | -2.3
Nc1c2c(nc3cccc(F)c13)OCCC2 | · | 1.4
O=C(CCS(=O)(=O)c1cccc2nsnc12)N1CCN(c2ccccn2)CC1 | 1.0 | -3.4

Next records:
molecule | mHTT-CaM PPI inh | Pf apPOL inh
CCN1C(=O)CC(N2CCC(C(N)=O)(N3CCCCC3)CC2)C1=O (centres undefined) | 0.0 | -0.9
O=C1c2ccccc2C(=O)N1CCCc1nc2ccccc2c(=O)n1-c1cccnc1 | 9.7 | -6.0
COc1ccccc1CN1CCC(C(=O)N(CCN(C)C)Cc2ccccc2)CC1 | 6.8 | -5.0
O=C(C1CCCO1)N1CCN(c2cccc(Cl)c2)CC1 (centres undefined) | -0.4 | 0.9
CC(=O)Nc1ccc(C)cc1S(=O)(=O)N1CCCC(C)(C(=O)NCc2ccccc2)C1 (centres undefined) | -6.1 | 2.0
Cc1c(Cl)cccc1NC(=O)c1cccc(N2C(=O)C3C4C=CC(C5CC45)C3C2=O)c1 (centres undefined) | -2.0 | -2.2
O=S(=O)(CC1CC1(Cl)Cl)c1ccccc1 (centres undefined) | -4.0 | -8.3&-8.4
O=C(Nc1ccccc1F)N1CCC(n2cnc3c(Cl)cccc3c2=O)CC1 | -7.1 | -0.4
Cc1cccc(NC(=O)Nc2cccnc2N(C)C)c1 | 6.3 | -3.3
O=C1NN=C2C3CC(CC12)C1=NNC(=O)C1C3 (centres undefined) | -6.7 | -29.6
O=C(Nc1ccc(Cl)cc1)C1CCCN(c2nccc3sccc23)C1 (centres undefined) | -9.8 | -6.9
COc1cc(S(=O)(=O)NCc2ccccc2)c(OC)cc1Br | -13.4 | -2.1

Following part.
molecule | mHTT-CaM PPI inh | Pf apPOL inh
Cc1ccc(Nc2cc(C)nc(-c3ccccc3O)n2)cc1 | -18.0 | -5.2
COc1cccc(C2C3=C(CC(C)(C)CC3=O)Nc3ncnn32)c1 (centres undefined) | 6.4 | -7.6
Cn1nc(COc2ccccc2)c2c1CCN(C(=O)NCc1ccco1)C2 | 20.9 | -0.6
CC(=O)Nc1ccc(Br)c(C)c1 | · | -9.7
Cc1cccc(-n2cc(C3CCN(S(=O)(=O)c4cccs4)CC3)cn2)c1 | -20.6 | -8.7
Cc1cc(C)cc(NC(=O)C(=O)NCCC2=CCCCC2)c1 | -6.8 | -8.7
Nc1cc(C(F)(F)F)ccc1N1CCCC1 | · | -8.5
CC(NC(=O)c1ccc(Cl)cc1Cl)C(=O)NCc1ccco1 (centres undefined) | · | -1.3
COCCNC(=O)C1(C)CCC(=O)N1Cc1ccccn1 (centres undefined) | -7.7 | -0.9
Cc1c(C(=O)NC2CCC(C)CC2)oc2ccc(S(=O)(=O)N3CCCCC3)cc12 (centres undefined) | 4.0 | -8.4
COc1ccc(Cl)cc1N(CC(=O)Nc1ccc2c(c1)OCCO2)S(C)(=O)=O | 10.1 | -6.2
Cc1nc(C(=O)Nc2ccc(Cl)cc2F)c(C)o1 | -13.3 | -0.9

Ordered by SMILES length (smallest number first): 4 of the compounds above
molecule | mHTT-CaM PPI inh | Pf apPOL inh
Cc1ccc(Nc2cc(C)nc(-c3ccccc3O)n2)cc1 | -18.0 | -5.2
Cc1cc(C)cc(NC(=O)C(=O)NCCC2=CCCCC2)c1 | -6.8 | -8.7
COc1cccc(C2C3=C(CC(C)(C)CC3=O)Nc3ncnn32)c1 (centres undefined) | 6.4 | -7.6
Cc1cccc(-n2cc(C3CCN(S(=O)(=O)c4cccs4)CC3)cn2)c1 | -20.6 | -8.7

(next part)
molecule | mHTT-CaM PPI inh | Pf apPOL inh
C#CCSc1nc(-c2ccccc2)cc(-c2ccccc2)c1C#N | -17.9 | ·
COc1cc(N=Cc2cc(Cl)cc(Cl)c2O)c(OC)cc1Cl | 9.7 | ·
Cc1cccc(NC(=O)CC2COc3ccccc3NC2=O)c1C (centres undefined) | -5.8 | -1.4
Cc1ccc(NC(=O)CN(c2ccc(I)cc2)S(C)(=O)=O)cc1 | -1.7 | -4.2
O=C(O)c1nnn(-c2ccc(Cl)cc2)c1-c1ccncc1 | -6.1 | -5.6
Cc1ccccc1NC(=O)NCCN1CCN(c2ccc(Cl)cc2)CC1 | -14.5 | -2.4
COc1ccc(C)cc1NC(=O)COc1cc(C)ccc1C | -3.6 | -8.8
O=C(NCc1ccccn1)C1CCN(S(=O)(=O)N2CCCCC2)CC1 | 13.0 | -15.4
COc1ccc(S(=O)(=O)CC(C)(O)CS(=O)(=O)c2ccc(OC)cc2)cc1 | · | -3.8
O=C1C(=O)N(c2nccs2)C(c2ccc([N+](=O)[O-])cc2)C1=C(O)c1ccc(Cl)cc1 (centres undefined) | 10.2 | 1.8
CCCOc1ccccc1C(=O)Nc1nonc1-c1ccccc1 | -14.7 | 5.8
O=C(CCS(=O)(=O)c1ccc(Br)s1)Nc1cccc(C(F)(F)F)c1 | -15.0 | -7.7

Rewritten with values under each structure: part of the list above
Results follow in this order: mHTT-CaM PPI inh, Pf apPOL inh
Cc1ccccc1NC(=O)NCCN1CCN(c2ccc(Cl)cc2)CC1
    -14.5, -2.4
COc1ccc(C)cc1NC(=O)COc1cc(C)ccc1C
    -3.6, -8.8
O=C(NCc1ccccn1)C1CCN(S(=O)(=O)N2CCCCC2)CC1
    13.0, -15.4
COc1ccc(S(=O)(=O)CC(C)(O)CS(=O)(=O)c2ccc(OC)cc2)cc1
    ·, -3.8
O=C1C(=O)N(c2nccs2)C(c2ccc([N+](=O)[O-])cc2)C1=C(O)c1ccc(Cl)cc1 (centres undefined)
    10.2, 1.8
CCCOc1ccccc1C(=O)Nc1nonc1-c1ccccc1
    -14.7, 5.8

Random excerpt: two compounds from above, in no set order.
molecule | mHTT-CaM PPI inh | Pf apPOL inh
Cc1cccc(NC(=O)CC2COc3ccccc3NC2=O)c1C (centres undefined) | -5.8 | -1.4
Cc1ccccc1NC(=O)NCCN1CCN(c2ccc(Cl)cc2)CC1 | -14.5 | -2.4

Next part:
molecule | mHTT-CaM PPI inh | Pf apPOL inh
O=C1Nc2ccccc2N(O)N1c1cc(C(F)(F)F)ccc1Cl | 1.0 | -1.3
CCCCN(C)C(=O)CSc1nc(NCc2ccc(OC)cc2)c2ccccc2n1 | 30.0 | -4.2
O=C(Nc1ccc(O)c(-c2nc3ccccc3o2)c1)C(Cl)(Cl)Cl | -2.1 | -12.9
Cc1nc([N+](=O)[O-])cn1-c1nc(-c2ccccc2)cc(C(F)(F)F)n1 | -6.0 | 2.9
Cc1ccc2nc3sc(C(=O)NCC4COc5ccccc5O4)cc3c(=O)n2c1 (centres undefined) | -21.6 | 4.3
COCCn1c(C2CCN(C(=O)Nc3ccc(C(F)(F)F)cc3)C2)nc2cccnc21 (centres undefined) | 14.2 | -16.6
Cn1c(N2CCC(C(=O)NCc3ccccn3)CC2)cc(=O)n(C)c1=O | 70.3* | 0.8
N#Cc1ccc(NC(=O)c2noc3c2CCC3)cc1 | 7.9 | -5.3
CC(C)c1ccc(NC(=O)c2ccccc2[N+](=O)[O-])cc1 | 12.4 | -4.0
CCOC(=O)Cn1cnc2c(-c3ccccc3)csc2c1=O | -1.6 | -3.6
CCOc1ccc(/C=C2\OC(=O)c3c2cc(C)[nH]c3=O)cc1 | 28.0 | -4.2
OC(CN1CCNCC1)Cn1c2ccccc2c2cc(Br)ccc21 (centres undefined) | 50.7* | -2.1

(next part)
molecule | mHTT-CaM PPI inh | Pf apPOL inh
Cc1ccc2c(c1)C(c1ccccc1[N+](=O)[O-])CC(=O)N2 (centres undefined) | 27.2 | -9.2
CCCCc1ccc(NC(=O)N2CCc3nc[nH]c3C2)cc1 | 9.0 | -1.0
Cc1ccc(NC(=O)c2ccc3c(c2)Sc2ncccc2C(=O)N3C)c(F)c1 | -1.7 | -3.9
Cc1ccc(C)c(C(=O)N2CCc3c(c(-c4nc(-c5ccccc5F)no4)nn3C)C2)c1 | -2.2 | -7.2

Taken from above:
Value for `Cc1ccc(C)c(C(=O)N2CCc3c(c(-c4nc(-c5ccccc5F)no4)nn3C)C2)c1` in mHTT-CaM PPI inh: -2.2
Value for `Cc1ccc2c(c1)C(c1ccccc1[N+](=O)[O-])CC(=O)N2` (centres undefined) in Pf apPOL inh: -9.2
